# Bioassay records deposited in PubChem BioAssay by several laboratories.
# DSG3 Ab inh: inhibitors of pemphigus antibody binding to DSG3, primary screen, biochemical, bead-based, flow cytometry, scFv-GFP; 0.48% of 310,000 active; Desmoglein-3 (Homo sapiens), P32926; DSG3-coupled beads, scFv-anti-DSG3-GFP binding; hits give low values; binding (percent of control), % at 10 µM; AID 588358, 2011;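 active means binding more than 3 SD below its plate's average and above zero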;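 further: hits lower antibody fragment binding to DSG3; some compounds called inactive have numbers as strong as hits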
# Arr AP2 block: inhibitors of beta-arrestin/AP2 binding, primary screen, biochemical, GPCR trafficking, flow cytometry; FITC-arrestin peptide / GST-AP2 beads; AP2 beta2 appendage carries R879A mutation; inhibition, % at 10 µM; 0.31% of 340,000 active; AID 504490, 2011;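 active means inhibition above a set limit, near 3 SD of compounds lacking own fluorescence, cut at about 54% in these data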;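 further: plate controls were DMSO wells for no effect and 5 µM unlabelled arrestin peptide for full effect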
#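 test system = AP2 appendage R879A on GSH beads | buffer or medium = PBS plus Tween 20 (0.05%) and BSA (0.1%) | incubation = 12 min plus 1 h, RT | detection = bead flow cytometry, FITC channel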
# PKA-R1A activ: activators of PKA-R1A holoenzyme, primary screen, biochemical, fluorescence polarization, Cy5-IP20, bovine R1A, mouse PKAc; 0.083% of 340,000 active; AID 504707, 2011; activation, % at 11.4 µM; PKA-R1A dissociation; scaled: DMSO 0%, 113 µM cGMP 100%;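 active means percent activation above the mean of all tested compounds plus 3 SD, cut at about 19% in these data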;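 further: higher means more PKAc released from R1A so a rise in polarization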
# DAGLB inh: DAGLB lipase inhibitors, primary screen, biochemical, fluorescence, HTS | Diacylglycerol lipase-beta (Homo sapiens), Q8NCG7 | HEK293T DAGLB membrane lysate, EnzChek fluorogenic substrate | inhibition, % at 5.17 µM | 0.059% of 340,000 active; in the data active means inhibition above about 34%;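 further: 0% = enzyme with vehicle and 100% = wells lacking enzyme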
# HTR5A ag: HTR5A agonists in luminescence cell assay, primary screen, counter-screen for OPRM1-OPRD1 heterodimer agonist project, full-deck HTS; cell-based; activation, % at 9.3 µM; 0.61% of 340,000 active; in the data active means activation mostly above about 9.5%, no sharp cut-off; inactive means mostly below about 7.6%;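 further: 0% = cells with vehicle only and 100% = reference agonist; strong numbers were not always called active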
# Target sequence (P47898 whole entry, looked up): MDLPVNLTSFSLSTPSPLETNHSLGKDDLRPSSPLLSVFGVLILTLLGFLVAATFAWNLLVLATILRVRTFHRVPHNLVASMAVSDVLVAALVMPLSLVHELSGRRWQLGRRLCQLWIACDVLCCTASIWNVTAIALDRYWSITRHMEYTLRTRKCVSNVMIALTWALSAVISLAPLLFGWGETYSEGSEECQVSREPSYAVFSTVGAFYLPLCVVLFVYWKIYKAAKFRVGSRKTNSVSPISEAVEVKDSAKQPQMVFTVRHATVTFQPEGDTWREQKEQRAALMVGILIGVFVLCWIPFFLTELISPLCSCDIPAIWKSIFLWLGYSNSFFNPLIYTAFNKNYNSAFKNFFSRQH
# HTR5A inv ag: HTR5A inverse agonists in luminescence cell assay, primary screen, counter-screen for OPRM1-OPRD1 heterodimer inverse agonist project, full-deck HTS; HTR5A cell line, inverse agonism; inhibition, % at 9.3 µM; 0.083% of 340,000 active; in the data active means inhibition mostly above about 23%, no sharp cut-off; inactive means mostly below about 18%;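 further: 0% = cells with DMSO and 100% = no-cell wells with DMSO; some compounds called inactive have numbers as strong as hits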
# OPRM1-OPRD1 ag: agonists of OPRM1-OPRD1 heterodimerization, primary screen, cell-based, luminescence. activation, % at 9.3 µM. 0.3% of 340,000 active. cells; in the data active means activation above about 18%;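 further: 0% = vehicle-treated cells and 100% = reference agonist; values of inactives mirror those of a sister screen read the other way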
# V-ATPase pH: regulators of yeast V-ATPase proton pumping, primary screen, pHLuorin cytosolic pH fluorescence; 0.37% of 350,000 active; S. cerevisiae; AID 504577, 2011; response, % at 10 µM; in the data active means response mostly above about 7.3%, no sharp cut-off; inactive means mostly below about 5.4%; further: actives read high; inactives centre near 0; some compounds called inactive have numbers as strong as hits; reference of the scale not given here
# MOR-DOR inv ag: inverse agonists of MOR-DOR heterodimerization, primary screen, cell-based, luminescence | Mu-type opioid receptor (Homo sapiens) + Delta-type opioid receptor (Homo sapiens), … | cell-based MOR-DOR heterodimer luminescence, inverse agonism | inhibition, % at 9.3 µM | 0.21% of 340,000 active | AID 504357, 2011; in the data active means inhibition above about 22%, passing the limit was not always enough;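 further: 0% = cells with DMSO and 100% = wells without cells with DMSO; values of inactives mirror those of a sister screen read the other way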
# PKA-R2B act: activators of PKA-R2B holoenzyme, primary screen, biochemical, fluorescence polarization, Cy5-IP20, human. AID 504700, 2011. PKA-R2B holoenzyme dissociation; R2B truncated from residue 108, S112A mutant; 0% DMSO only, 100% 113 µM cGMP. 0.079% of 340,000 active. cAMP-dependent protein kinase catalytic subunit beta (Homo sapiens) + cAMP-dependent …. activation, % at 11.4 µM;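 active means activation above a cutoff set at the mean over all compounds plus 3 SD, cut at about 18% in these data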;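 further: higher means more holoenzyme dissociation and a rise in polarization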
# Target sequence (P31323 whole entry, looked up, other chains not shown, the tested form may be a part): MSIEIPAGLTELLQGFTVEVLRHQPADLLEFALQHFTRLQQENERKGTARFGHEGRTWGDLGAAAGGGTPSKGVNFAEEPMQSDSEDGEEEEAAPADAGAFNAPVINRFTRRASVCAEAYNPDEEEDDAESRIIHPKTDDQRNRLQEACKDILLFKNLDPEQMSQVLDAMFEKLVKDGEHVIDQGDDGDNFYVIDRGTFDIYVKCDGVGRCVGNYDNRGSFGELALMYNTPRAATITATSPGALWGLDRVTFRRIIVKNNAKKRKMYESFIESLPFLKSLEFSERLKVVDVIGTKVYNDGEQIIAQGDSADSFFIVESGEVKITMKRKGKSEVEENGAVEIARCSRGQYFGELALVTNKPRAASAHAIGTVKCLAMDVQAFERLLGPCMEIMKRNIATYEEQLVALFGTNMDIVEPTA
# * hit, by the source's call; . = not tested or not shown. Not a hit list; 2.4% or so of the library scored in one or more.
# The first 12 compounds, to show the layout:
SMILES,DSG3 Ab inh,Arr AP2 block,PKA-R1A activ,DAGLB inh,HTR5A ag,HTR5A inv ag,OPRM1-OPRD1 ag,V-ATPase pH,MOR-DOR inv ag,PKA-R2B act
C/C(=N\NC(=O)CNC(=O)C1COc2ccccc2O1)c1ccco1 (stereo unspecified),92,4,0,1,3,-10,0.4,-2,-2,10
N#CCSc1ccccc1NC(=O)COC(=O)Cc1c[nH]c2ccccc12,93,-12,4,-3,8,-18,1.2,-3,-5,1
Cc1cccc(C(=O)N2CCN(C(=O)c3cccc(C)c3)C(C)C2)c1 (stereo unspecified),94,0,4,3,3,12,-1.9,3,10,1
CC1CCCN(C(=O)CN2C(=O)c3ccccc3C2=O)C1 (stereo unspecified),97,3,-9,2,-1,2,-1.0,-2,4,-9
O=C(C1CCC1)N1CCC(O)(c2cccc(F)c2)CC1,125,34,-21,1,1,30,-2.8,-3,15,0
Cc1ccc(NS(=O)(=O)c2ccc(Cl)c(C(=O)Nc3ccccc3-c3nc4ccccc4[nH]3)c2)cc1C,99,29,-3,-5,6,-20,6.1,-1,-32,8
CCN(C(=O)COC(=O)CCC(=O)c1cccs1)C1CCCCC1,101,0,-8,-1,-5,12,-1.7,0,7,-3
COc1ccc2cc(C3=CC(=O)C[C@H](c4ccc5c(c4)OCO5)C3)ccc2c1,104,12,-8,-5,9,9,0.4,1,-3,6
Clc1ccccc1-c1nnn(Cc2ccc(-c3nn[nH]n3)cc2)n1,116,8,-10,6,3,-8,-0.8,13,4,8
O=C(NNC(=O)C1CC1)c1ccc(-c2ccccc2)cc1,103,-3,0,-2,3,16,-1.1,4,7,-1
O=C(Cc1c(F)cccc1Cl)N(Cc1ccccc1)c1ccccn1,106,31,-6,0,-4,5,-1.2,0,6,-1
CC(C(=O)c1c[nH]c(C(N)=O)c1)c1ncc(C(F)(F)F)cc1Cl (stereo unspecified),105,-10,-6,-1,0,16,-1.5,1,8,-15

# The whole of this part (from the top)
SMILES,DSG3 Ab inh,Arr AP2 block,PKA-R1A activ,DAGLB inh,HTR5A ag,HTR5A inv ag,OPRM1-OPRD1 ag,V-ATPase pH,MOR-DOR inv ag,PKA-R2B act
C/C(=N\NC(=O)CNC(=O)C1COc2ccccc2O1)c1ccco1 (stereo unspecified),92,4,0,1,3,-10,0.4,-2,-2,10
N#CCSc1ccccc1NC(=O)COC(=O)Cc1c[nH]c2ccccc12,93,-12,4,-3,8,-18,1.2,-3,-5,1
Cc1cccc(C(=O)N2CCN(C(=O)c3cccc(C)c3)C(C)C2)c1 (stereo unspecified),94,0,4,3,3,12,-1.9,3,10,1
CC1CCCN(C(=O)CN2C(=O)c3ccccc3C2=O)C1 (stereo unspecified),97,3,-9,2,-1,2,-1.0,-2,4,-9
O=C(C1CCC1)N1CCC(O)(c2cccc(F)c2)CC1,125,34,-21,1,1,30,-2.8,-3,15,0
Cc1ccc(NS(=O)(=O)c2ccc(Cl)c(C(=O)Nc3ccccc3-c3nc4ccccc4[nH]3)c2)cc1C,99,29,-3,-5,6,-20,6.1,-1,-32,8
CCN(C(=O)COC(=O)CCC(=O)c1cccs1)C1CCCCC1,101,0,-8,-1,-5,12,-1.7,0,7,-3
COc1ccc2cc(C3=CC(=O)C[C@H](c4ccc5c(c4)OCO5)C3)ccc2c1,104,12,-8,-5,9,9,0.4,1,-3,6
Clc1ccccc1-c1nnn(Cc2ccc(-c3nn[nH]n3)cc2)n1,116,8,-10,6,3,-8,-0.8,13,4,8
O=C(NNC(=O)C1CC1)c1ccc(-c2ccccc2)cc1,103,-3,0,-2,3,16,-1.1,4,7,-1
O=C(Cc1c(F)cccc1Cl)N(Cc1ccccc1)c1ccccn1,106,31,-6,0,-4,5,-1.2,0,6,-1
CC(C(=O)c1c[nH]c(C(N)=O)c1)c1ncc(C(F)(F)F)cc1Cl (stereo unspecified),105,-10,-6,-1,0,16,-1.5,1,8,-15
Cc1cccc(OCC(=O)Nc2ccc3c(c2)nc(CN2CCCCC2)n3C)c1,105,4,-2,-5,1,-20,1.3,-4,-7,4
COc1ccc(N(C(=O)c2ccn[nH]2)C(C(=O)NC(C)(C)C)c2ccc(F)cc2)cc1 (stereo unspecified),97,7,-6,-2,2,-4,-1.5,-7,9,-4
CN(Cc1ccccc1)C(=O)COC(=O)c1ccccc1SCC(=O)N1CCCC1,.,-3,-7,0,3,9,-0.4,1,2,-16
Cc1ccc(/C(O)=C2\C(=O)C(=O)N(CCc3c[nH]c4ccccc34)C2c2cccnc2)cc1 (stereo unspecified),91,-14,9,0,3,-8,-1.3,-5,6,8
O=C(O)c1ccc(CSc2nc3ccccc3c(=O)n2-c2ccccc2)cc1,92,-4,1,3,3,-26,-1.1,1,6,-2
Cc1cc(Cl)ccc1NC(=S)N1CCC(C(N)=O)(N2CCCCC2)CC1,91,-9,-4,-2,-2,21,-0.3,-2,2,4
C=CCn1c(SCC(=O)NC(=O)NC)nnc1C1CCCCC1,100,-20,0,-5,1,-3,-0.9,1,4,3
O=Cc1ccccc1OCCCOc1cccc2cccnc12,98,6,3,-17,2,-8,-3.0,-5,14,10
Cc1ccc(C)c(N2CCN(C(=O)CCc3nc(-c4ccccc4Br)no3)CC2)c1,122,-24,-3,-8,3,-9,-0.5,3,3,1
CCC(CC)C1=NN2C(=N)/C(=C\c3cc(C)n(-c4cccc(C)c4)c3C)C(=O)N=C2S1,72*,1,-16,3,6,10,-2.6,-1,13,-5
c1ccc2c(c1)nc(CN1CCOCC1)n1c3ccccc3nc21,101,0,-8,0,-1,2,-2.4,-8,13,3
COc1cc(NS(C)(=O)=O)cc(OC)c1OC,98,53,3,-1,3,-24,-1.5,-3,7,-8
COc1ccc(/C=N/NC(=O)c2ccccc2F)cc1CN1CCN(c2ccc(F)cc2)CC1,106,1,0,1,-1,9,3.5,-1,-23,-2
CCN(CC)S(=O)(=O)c1ccc(NC(=O)COC(=O)CNS(=O)(=O)/C=C/c2ccccc2)cc1,97,36,-1,-2,1,-3,-0.8,2,5,-7
O=C(Oc1ccccc1-c1csnn1)c1cccs1,105,1,-1,-1,0,1,-4.0,-1,23,-10
CC1=NN(C(N)=S)C(=O)C1N=Nc1ccc(Cl)cc1Cl (stereo unspecified),115,26,-3,18,4,-17,-4.5,-2,22,-3
CN(C(=O)c1cc2c(=O)n3ccccc3nc2n1C)C1CCCCC1,.,0,8,-1,-4,-12,-2.2,2,11,-2
CCS(=O)(=O)c1nc2ccccc2n1CC(=O)N1CCOCC1,106,3,-3,2,.,.,.,-1,.,6
O=C(Nc1ccc(Br)cc1)C1CCCN(S(=O)(=O)c2cccnc2)C1 (stereo unspecified),101,-10,-3,-1,6,5,-2.3,-1,11,3
COc1ccccc1/C=C/C(=O)Nc1ccc2c(c1)CCC2,110,27,-10,-8,-1,14,-0.8,-1,4,-13
COC(=O)c1ccccc1S(=O)(=O)N1CCC(C(=O)NCc2ccccn2)CC1,104,.,-11,-2,.,.,.,0,.,-3
Cc1ccc(CN2CC(C(=O)Nc3ccc(C)c(S(=O)(=O)N4CCCCC4)c3)CC2=O)cc1 (stereo unspecified),110,31,-2,-1,5,-13,2.5,3,-10,2
COc1cccc(NC(=O)c2ccc(-n3cccn3)nc2)c1,.,27,-9,-3,2,-5,-1.7,1,8,5
CCOC(=O)c1ccc(N2C(=O)C3CCCN3C2=S)cc1 (stereo unspecified),100,0,-10,2,1,-24,-3.0,4,12,6
Nc1nc(SCc2ccc(F)cc2)n[nH]1,93,-6,-1,1,0,2,-4.0,6,19,-8
O=c1cc[nH]c2c(C(F)(F)F)cccc12,100,6,0,0,-4,30,0.1,3,0,-4
O=C1/C(=C/c2ccncc2)N=C2CCCCCN12,102,13,2,-1,2,-6,1.5,2,-8,-8
Cc1cc(C)c(C#N)c(Nc2ccccc2F)n1,112,4,-1,-5,2,-7,3.0,-4,-15,-4
CC(NC(=O)Cc1cccc(C(F)(F)F)c1)c1ccc(F)cc1 (stereo unspecified),95,-23,-1,2,0,0,-2.1,-1,10,-3
Cn1c(=O)[nH]c(=O)c2c1nc(N1CCCCCC1)n2Cc1cccc2ccccc12,110,100*,6,4,-6,14,-0.8,-3,4,-2
O=C(COC(=O)CC1CC2CCC1C2)Nc1ccccc1Cl (stereo unspecified),105,0,-5,-5,-4,10,1.1,-2,-4,0
COC(=O)[C@H](CCSC)NC(=O)NCc1ccccn1,100,3,-7,0,0,3,0.3,1,-2,-6
O=C(Nc1cccc(Cl)c1)Nc1c[nH]c(=O)[nH]c1=O,109,2,4,2,5,-17,-2.0,-1,9,-8
COCCC(=O)Nc1ccc2c(c1)CN(C(=O)c1ccc(CSC)o1)CC2,124,12,-6,2,11*,-41,-2.0,-2,10,0

# Pulled by compound from the entries so far:
SMILES,DSG3 Ab inh,Arr AP2 block,PKA-R1A activ,DAGLB inh,HTR5A ag,HTR5A inv ag,OPRM1-OPRD1 ag,V-ATPase pH,MOR-DOR inv ag,PKA-R2B act
COCCC(=O)Nc1ccc2c(c1)CN(C(=O)c1ccc(CSC)o1)CC2,124,12,-6,2,11*,-41,-2.0,-2,10,0
O=C(Nc1ccc(Br)cc1)C1CCCN(S(=O)(=O)c2cccnc2)C1 (stereo unspecified),101,-10,-3,-1,6,5,-2.3,-1,11,3
Cc1ccc(CN2CC(C(=O)Nc3ccc(C)c(S(=O)(=O)N4CCCCC4)c3)CC2=O)cc1 (stereo unspecified),110,31,-2,-1,5,-13,2.5,3,-10,2
